# TbREL1 inh: TbREL1 inhibition, primary screen; P86926; TbREL1 RNA ligation, FRET fluorescence; inhibition, % at 9.66 µM; hit rate 0.49% among 89,000; AID 1117264;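 active means inhibition above the mean inhibition across all screened compounds plus 3 SD, cut at about 11% in these data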;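 further: 0% = plate median of test wells and 100% = NSC42067 control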
# Target sequence (P86926 whole entry, looked up): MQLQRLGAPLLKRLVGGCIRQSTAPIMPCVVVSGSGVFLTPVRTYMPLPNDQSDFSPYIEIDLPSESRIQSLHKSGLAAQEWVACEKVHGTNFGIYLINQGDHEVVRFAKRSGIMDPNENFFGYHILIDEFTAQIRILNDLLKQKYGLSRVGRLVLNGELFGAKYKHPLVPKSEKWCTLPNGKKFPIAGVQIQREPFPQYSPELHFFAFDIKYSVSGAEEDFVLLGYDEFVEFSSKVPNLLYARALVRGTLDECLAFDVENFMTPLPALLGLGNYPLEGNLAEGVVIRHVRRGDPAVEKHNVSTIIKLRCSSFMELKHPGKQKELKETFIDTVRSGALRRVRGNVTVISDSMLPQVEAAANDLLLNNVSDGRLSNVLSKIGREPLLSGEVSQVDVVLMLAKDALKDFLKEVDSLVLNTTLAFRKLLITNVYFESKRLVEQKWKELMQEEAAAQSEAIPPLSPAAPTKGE
# * = called active by the depositor. These rows are one share of the data; rates above refer to the full screens.
canonical_smiles	TbREL1 inh
CCOC(=O)c1ccc(Nc2ccc(C(C)=O)cc2)cc1	2
COc1ccccc1OCCSc1nnc(C)n1-c1ccccc1	-3
CC(=O)Nc1cnc2ccccc2n1	3
Cc1[nH]oc(=O)c1N=Nc1c(Cl)cccc1Cl	10
O=C(N=C1SC2CS(=O)(=O)CC2N1c1ccccc1)c1cccc([N+](=O)[O-])c1 (stereo not drawn)	3
COc1cc2c(cc1OC)CN(C(=O)C1CCCN1S(=O)(=O)c1ccc(C)cc1)CC2 (stereo not drawn)	-2
Cc1cccc(NC(=O)[C@@H]2CC(=O)O[C@@H]2c2ccccc2)c1C	4
CC1CCCN(C(=O)CCS(=O)(=O)Cc2ccccc2)C1 (stereo not drawn)	-1
CN(CC(=O)Nc1ccc(F)c(F)c1F)C(=O)Cc1ccc(S(=O)(=O)N2CCOCC2)s1	0
CCC1NC(=S)NC(C)=C1C(=O)c1ccccc1 (stereo not drawn)	1
O=C(O)C[C@H]1c2ccccc2S(=O)(=O)N1C1CCCC1	0
NC(=O)Cn1c(S(=O)(=O)Cc2ccccc2)nc2ccccc21	-2
CCNc1ccc(S(=O)(=O)N(C)C)cc1NCC(=O)Nc1ccccc1F	-6
CCOCCCNCc1ccc(OC)cc1	2
COc1cc(NC(=O)CN2C(=O)NC3(CCOc4ccccc43)C2=O)cc(OC)c1 (stereo not drawn)	0
COc1ccc(OCc2cc(C(=O)N3CCN(C4CCCC4)CC3)no2)c(Cl)c1	-3
CC(C)[C@H](CO)Nc1nc(Nc2ccc(Cl)c(C(=O)O)c2)c2ncn(C(C)C)c2n1	0
OC(c1ccccc1)(c1ccccc1)c1cnc2ccccn12	-5
COc1ccc(NC(=O)CN(c2ccc(C)cc2)S(C)(=O)=O)c(OC)c1	-1
CC(C)(C)OC(=O)N[C@@H](Cc1ccccc1)C(=O)N1CCC(C(=O)N[C@@H](CCC(N)=O)C(=O)O)CC1	0
O=C(O)c1cnc(-c2ccccc2)nc1Oc1ccccc1	4
NNC(=O)CS(=O)(=O)c1ccc(Cl)cc1	5
COc1ccc(-c2nnc(SCC(=O)NN=C(C)c3cccc4ccccc34)n2-c2ccccc2)cc1	0
COc1ccccc1-n1c(SCC(=O)N2CCCC2)nc2cccnc21	0
CNC(=O)C[C@H]1C(=O)N(c2ccc(OC)cc2)C[C@@H]1C	6
Cc1c(Cc2ccccc2)sc(NC(=O)Cc2ccccc2)c1C(N)=O	4
COc1ccccc1N(C)S(=O)(=O)c1ccc(C(=O)NCC2CCCCC2)cc1	-2
CCOC(=O)C1=C(CSc2nc3c(cc2C#N)CN(C)CC3)OC(N)=C(C#N)C1c1ccc(Cl)cc1 (stereo not drawn)	-1
NS(=O)(=O)c1ccc(CNS(=O)(=O)c2cccc3nonc23)cc1	-1
CCC(C)NC(=O)CCCCCn1c(=O)[nH]c2cc(OC)c(OC)cc2c1=O (stereo not drawn)	-2
COc1cc2c(cc1NC(=O)CSc1nnc(-c3cccc(Cl)c3)n1-c1ccccc1)oc1ccccc12	-3
Cc1cccc(C)c1NC(=O)C(C1CC1)n1c(=O)c(-c2ccccc2)nc2ccccc21 (stereo not drawn)	4
CCOC(=O)N1CCC2(CC1)CC(=O)c1c(ccc3oc(C(=O)O)c(C)c13)O2	-2
[O-][n+]1onc2c1CCc1nnccc1-2	1
COC(=O)c1oc2ccc(Br)cc2c1NC(=O)c1ccccc1	2
CCCNS(=O)(=O)c1ccc(Oc2ncc(C(F)(F)F)cc2Cl)cc1	0
O=[N+]([O-])c1ccc(Oc2ccc(F)cc2Br)c2ccncc12	4
Cc1noc(C)c1S(=O)(=O)N(CC(=O)N1CCCCCC1)c1ccc(C(C)C)cc1	3
CC1=C(C(=O)OCc2ccccc2)C(c2ccc(Br)cc2)NC(=O)N1CCCCCC(=O)O (stereo not drawn)	-2
Cc1ccc(CN(Cc2ccco2)C(=S)NCC(=O)O)cc1	-1
COc1cccc(NC2CC(=O)N(CCc3ccccc3)C2=O)c1 (stereo not drawn)	-4
Nc1ccc2c(S(=O)(=O)O)cccc2c1S(=O)(=O)O	11
COC(=O)c1ccccc1S(=O)(=O)N1CCC(C(=O)OCC(=O)NCC(F)(F)F)CC1	5
CSc1ccccc1C(=O)NCCSc1ccccc1	1
C/C(=N\NC(=O)c1ccc(O)cc1)c1ccc2c(c1)OCCO2	0
COC(=O)c1ccc2nc(-c3cccc(Br)c3)c(Cc3cccc(F)c3)n2c1	3
COc1ccc2c(c1)OC[C@H]1[C@H]2N2C(=O)CN(Cc3ccc(C)cc3)C(=O)[C@@]2(C)[C@H]1c1ccccc1	0
CCN(CC)c1c(C)nc2ccc(C(=O)Nc3cc(-c4ccccc4)ccc3OC)cn12	-3
COc1cc(/C=C/C(=O)O)cc(S(=O)(=O)Nc2ccc(S(=O)(=O)N3CCCCC3)cc2)c1OC	2
COC(CNC(=O)c1ccc(N2CCCC2=O)cc1)OC	1
COc1ccccc1CNC(=O)COC(=O)/C=C/c1ccc2ccccc2n1	4
Cc1ccc(C(=O)Nc2cnc3ccccn3c2=O)cc1	-1
CCOC(=O)N1CCN(C(=O)COC(=O)c2cccc(S(C)(=O)=O)c2)CC1	0
COc1ccc(N2CCC(N3CCN(C)C(CCO)C3)CC2)cc1 (stereo not drawn)	-3
O=C(NCCN1CCOCC1)NC1(C(F)(F)F)Oc2ccc(Cl)cc2O1 (stereo not drawn)	-2
O=C(O)c1cc(S(=O)(=O)N2CC3CC3C2C(=O)O)c(Cl)cc1Cl (stereo not drawn)	2
CN(c1cccc(NC(=O)Nc2cccc(Cl)c2)c1)S(C)(=O)=O	-2
CCOc1cc(/C=N/NC(N)=O)cc(Br)c1OCC(=O)Nc1cccc2ccccc12	-1
O=C(CCc1ccccc1-c1ccccc1CCNC(=O)c1c(F)cccc1F)NCc1ccccc1	-3
CN(c1ccccc1)S(=O)(=O)c1cccc(C(=O)NCc2ccccc2CN2CCCC2)c1	6

# The results go on.
canonical_smiles	TbREL1 inh
CS(=O)(=O)c1ccc(Cl)c(NC(=O)Cc2c(F)cccc2Cl)c1	5
CC(=O)Nc1ccc(S(=O)(=O)Nc2nnc(C(C)(C)C)s2)cc1	-1
O=S(=O)(c1ccc(Cl)c(C(F)(F)F)c1)N1CCN(CC(O)COCC2CCCO2)CC1 (stereo not drawn)	1
C[C@@H]1CN([C@@H](C)CO)C(=O)c2cc(Br)cnc2O[C@@H]1CN(C)Cc1cncnc1	-2
Cc1cc(NC(=O)COc2ccc([N+](=O)[O-])cc2)no1	0
CCOC(=O)c1cccc(NC(=O)C2CCC(CNc3c(N4CCOCC4)c(=O)c3=O)CC2)c1 (stereo not drawn)	9
CCNC(=O)COc1ccc2ccccc2c1	-3
N/C(=N\OC(=O)CCC1CCCC1)c1cccnc1	4
O=C1N(Cc2ccccc2)c2ccc(Cl)cc2C12OCCO2	-1
CC1=NNC(=O)C1CC(=O)N/N=C/c1ccc(C)o1 (stereo not drawn)	-1
CCCc1nn(C)c2c(=O)[nH]c(-c3cc(S(=O)(=O)Nc4ccc(NC(C)=O)cc4)ccc3OCC)nc12	-2
COc1ccc(NS(=O)(=O)c2cc(NC(=O)CC3CCCC3)ccc2N2CCOCC2)cc1	1
CCN1CCN(c2cc(C)c3cc(NC(=O)Cc4ccc(OC)c(OC)c4)ccc3n2)CC1	-2
C[C@@H]1CN([C@H](C)CO)C(=O)CCCn2cc(nn2)CO[C@H]1CN(C)C(=O)c1ccc2ccn(C)c2c1	0
CC1(c2ccccc2)NC(=O)N(CC(=O)N2CCN(S(=O)(=O)c3cccc([N+](=O)[O-])c3)CC2)C1=O (stereo not drawn)	-4
Cc1ccsc1/C=C(\CC(=O)O)c1nc2ccccc2o1	5
CCOC(=O)c1oc2cccc(OC(C)=O)c2c1C	-3
COC(=O)c1ccccc1NC(=O)CN1CCN(C(=O)c2ccco2)CC1	0
O=C(CSc1nnc(NC(=O)C2CC(=O)N(c3ccccc3)C2)s1)NC1CCCC1 (stereo not drawn)	0
C=CCNC(=O)c1ccc(OC2CCN(S(=O)(=O)N(C)C)CC2)cc1	9
CN(C)S(=O)(=O)c1cccc(NC(=O)COC(=O)C2CCN(C(=O)c3ccc(F)cc3)CC2)c1	-1
CC1CCCN(c2nc3ccccc3nc2C(C#N)S(=O)(=O)c2cccs2)C1 (stereo not drawn)	2
O=C(Cn1cnc([N+](=O)[O-])n1)NCCO	1
O=C(NNC(=O)c1cccc2ccccc12)c1ccc(F)cc1	1
O=C(CC1Oc2ccc(Cl)cc2NC1=O)NC1CCCCCC1 (stereo not drawn)	-2
COC(=O)C1=CO[C@@H](OC2OC(CO)C(O)C(O)C2O)[C@@H]2C(CO)=CC[C@H]12 (stereo partly drawn)	-2
COc1ccccc1CCN1CCCC(CN(C)C(=O)CCC(=O)N(C)C)C1 (stereo not drawn)	-2
CN(C(=O)c1cccc(NC(=O)Cc2cccc(NC(=O)C3CCN(C(=O)C4CCCC4)CC3)c2)c1)C1CCC1	-3
NS(=O)(=O)c1ccc(NC(=O)COC(=O)c2cccc(S(=O)(=O)N3CCCC3)c2)cc1	-1
CCCSc1cc(=O)n(-c2ccc(F)cc2)nc1C(=O)OCC	-3
Cc1cc(N/C=C(\C#N)S(=O)(=O)c2ccc(Cl)cc2)nc(C)n1	-2
CCCCCOC(=O)c1[nH]c2c(c1C)C(=O)C(C(=O)OC)C(C)C2 (stereo not drawn)	6
CCOC(=O)C1=CCN(S(=O)(=O)c2ccccc2C)C1c1ccc(Cl)c(Cl)c1 (stereo not drawn)	3
O=S(=O)(c1cccc2nsnc12)N1CCN(c2ccc(F)cc2)CC1	1
CC(=O)NC1(c2ccccc2)CCN(c2nc(C)cc(C)n2)CC1	-1
CCn1nnc2cc(C(=O)OCC(=O)N(C)Cc3cccc(F)c3)ccc21	3
O=C1C=CC(=O)N1CCCCCCN1C(=O)C=CC1=O	2
CCN1CCN(Cc2oc(CO)cc(=O)c2O)CC1	0
CCCCn1nnnc1C(c1ccccc1)N1CCN(c2ccccc2)CC1 (stereo not drawn)	4
COCCSc1nnc(NC(=O)C2CC(=O)N(C3CCCC3)C2)s1 (stereo not drawn)	0
O=C(COC(=O)/C=C/c1ccc(Cl)cc1)NCCC1=CCCCC1	7
CN(CC(=O)Nc1ccccc1Cl)CC(=O)Nc1c(F)cccc1F	5
CCCCNC(=O)c1onc(CSc2cccc(OCC)c2)c1C(=O)O	3
C/C(=N\OCC(=O)OCC(=O)NCc1ccccc1)c1ccc2c(c1)OCO2	-3
c1ccc(-c2cn3nc4c(nc3n2)CCCC4)cc1	5
Cc1ccc2c(c1)C(SCC(=O)NCCc1ccccc1)CC1(CCCC1)O2 (stereo not drawn)	-1
C=CCn1c(SCC(=O)C23CC4CC(CC(C4)C2)C3)nc(O)cc1=O	-7
Cn1c(N)c(C(=O)Nc2ccccc2F)sc1=S	-5
CCC(CC)C(=O)NCCc1ccc(OC)cc1	-2
CN=C1c2ccccc2CN1c1cccc(C(=O)OC)c1	2
C=CCC[C@@H](Cc1ccc(F)cc1)C(=O)OC[C@H](C)NC(=O)[C@@H](CC=C)CC(=O)N[C@@H](CO)Cc1ccccc1	-2
Nn1c(SCC(=O)Nc2ccc(S(=O)(=O)Nc3nccs3)cc2)nnc1-c1ccco1	-1
CCn1c(=O)n(CC)c2cc([N+](=O)[O-])ccc21	0
CC(=O)C1=C(C)N(CC(C)C)C(=S)NC1c1ccc(Br)cc1 (stereo not drawn)	-8
CCOC(=O)[C@H]1[C@H]2COc3ccc(Cl)cc3[C@@H]2N2C(=O)CNC(=O)[C@@]12C	-2
COc1ccccc1NC(=O)N1CCN(C)CC1	5
COc1ccc(-c2nc(CSCC(=O)N3CCN(C(=O)c4ccco4)CC3)c(C)o2)cc1OC	-1
S=c1[nH]nc(COc2ccc(Cl)cc2)n1Cc1ccco1	-2
Cc1ccsc1C(=O)OCC(=O)c1ccc(OC(F)F)cc1	0
CC1CCN(c2nnc(N3CCC(C)CC3)c3ccccc23)CC1	1

# Molecules shown so far that have a COOH group, in the order listed:
canonical_smiles	TbREL1 inh
O=C(O)C[C@H]1c2ccccc2S(=O)(=O)N1C1CCCC1	0
CC(C)[C@H](CO)Nc1nc(Nc2ccc(Cl)c(C(=O)O)c2)c2ncn(C(C)C)c2n1	0
CC(C)(C)OC(=O)N[C@@H](Cc1ccccc1)C(=O)N1CCC(C(=O)N[C@@H](CCC(N)=O)C(=O)O)CC1	0
O=C(O)c1cnc(-c2ccccc2)nc1Oc1ccccc1	4
CCOC(=O)N1CCC2(CC1)CC(=O)c1c(ccc3oc(C(=O)O)c(C)c13)O2	-2
CC1=C(C(=O)OCc2ccccc2)C(c2ccc(Br)cc2)NC(=O)N1CCCCCC(=O)O (stereo not drawn)	-2
Cc1ccc(CN(Cc2ccco2)C(=S)NCC(=O)O)cc1	-1
COc1cc(/C=C/C(=O)O)cc(S(=O)(=O)Nc2ccc(S(=O)(=O)N3CCCCC3)cc2)c1OC	2
O=C(O)c1cc(S(=O)(=O)N2CC3CC3C2C(=O)O)c(Cl)cc1Cl (stereo not drawn)	2
Cc1ccsc1/C=C(\CC(=O)O)c1nc2ccccc2o1	5
CCCCNC(=O)c1onc(CSc2cccc(OCC)c2)c1C(=O)O	3

# (cont.)
canonical_smiles	TbREL1 inh
CC(=O)c1ccccc1OCC(O)CN1CCN(CCN2C(=O)c3cccc4cccc(c34)C2=O)CC1 (stereo not drawn)	-3
CCOc1ccc(-n2c(SCC(=O)Nc3ccc4c(c3)OCCO4)nnc2-c2ccncc2)cc1	-1
COc1cccc(C(=O)Oc2cccc(N3C(=O)C4C5CC(C(Br)C5Br)C4C3=O)c2)c1 (stereo not drawn)	-1
CCCC[C@@H]1CN=C(N)N1CC(C)(C)C	1
O=C(CN(C1CCCCC1)S(=O)(=O)c1ccc(Br)cc1)NCc1ccncc1	1
CSc1nc(-c2ccco2)nn1C(=O)c1ccco1	0
COc1cc(-c2ccc(NC(=O)CN3CCC(C)CC3)c(OC)c2)ccc1NC(=O)CN1CCC(C)CC1	-1

# Screening data as filed in PubChem.
